AmpC detergent: blocks E. coli AmpC beta-lactamase in detergent assay; P00811; AmpC hydrolysis of nitrocefin, absorbance 480 nm, 0.01% Triton; Potency, µM (top dose mostly 114 µM), for the others: at the top dose activity change, negative = inhibition, most hits filed as inhibitors; 370,000 tested, 0.041% active; active = well fitted inhibition curve with a large enough effect; inconclusive = small, poorly fitted or top-dose-only effect;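 note: potency is the fitted concentration of half-maximal effect; 0% = no-compound wells and -100% = no-enzyme wells; nearly all actives have a fitted effect of over 25% in size; some results filed as inactive show a strong effect at the top dose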
Target sequence (P00811 whole entry, looked up): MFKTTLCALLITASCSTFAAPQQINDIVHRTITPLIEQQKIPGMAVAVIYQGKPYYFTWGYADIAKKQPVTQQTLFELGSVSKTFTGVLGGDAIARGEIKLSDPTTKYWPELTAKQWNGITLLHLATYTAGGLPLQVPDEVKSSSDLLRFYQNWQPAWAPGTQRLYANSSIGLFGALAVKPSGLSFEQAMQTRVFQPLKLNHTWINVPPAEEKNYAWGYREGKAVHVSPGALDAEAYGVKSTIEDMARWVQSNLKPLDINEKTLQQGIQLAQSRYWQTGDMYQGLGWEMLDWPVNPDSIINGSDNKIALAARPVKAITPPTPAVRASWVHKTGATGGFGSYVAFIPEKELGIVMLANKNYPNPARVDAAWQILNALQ
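AmpC (5.3 nM in the dispensed reagent) in 20 mM phosphate pH 7.0 with 0.01% (detergent screen) or 0.0001% Triton X-100 was preincubated with compounds for 15 min at room temperature. Nitrocefin was then added from an 800 uM solution, and hydrolysis was followed at 480 nm.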
HCMV antiviral: human cytomegalovirus inhibition | HFF cells, HCMV-luciferase reporter, 72 h; active compounds read low | activity change, negative = inhibition, % at 57.5 µM | 410,000 tested, 4.5% active; in the data active = activity change below about -60%; inconclusive = no clear call, values can overlap the other calls; inactive = above about -39%
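HFF cells seeded 16 h at 37C, treated with compounds, infected with luciferase-reporter HCMV at MOI 1 PFU/cell; luciferase read at 72 h post infection, normalized to buffer-only and Salinomycin controls.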
* = called active by the depositor; ? = inconclusive. Unless noted, % is set by controls: 0 for no effect and ±100 for the full control effect.

Results follow in this order: AmpC detergent, HCMV antiviral
> O=C(Nc1sc2c(c1C(=O)Nc1ccccc1)CCC2)c1ccc(Br)cc1
    0%, -32
> CC(=O)Nc1ccccc1-c1nc2ccccc2n(Cc2cccc(Br)c2)c1=O
    28%, 5
> COc1cccc(-n2c(SCC(=O)Nc3cccc(C)c3)nc3c([nH]c4ccccc43)c2=O)c1
    3%, 15
> CC(C)(C)c1ccc(C(=O)NCC(c2ccc(Cl)cc2)N2CCOCC2)cc1 (stereo not given)
    3%, -2
> COc1ccc(CCNc2ncnc3c2cnn3-c2ccc(C)c(Cl)c2)cc1
    2%, -10
> COc1ccc(Br)cc1CNC(=O)c1cnc2sc(N3CCCCCC3)nn2c1=O
    -5%, 24
> Cc1ccc(NC(=O)CSc2nc3ccc(NC(=O)c4cccs4)cc3s2)c(C)c1
    -6%, 11
> COc1ccccc1CN(Cc1ccco1)c1cnc(S(C)(=O)=O)nc1C(=O)Nc1ccccc1Cl
    2%, 4
> CN(C(=O)CSc1cn(CC(=O)N2CCCC2)c2ccccc12)c1ccccc1
    7%, -13
> O=C(Cn1ncc2c(=O)oc3ccccc3c21)NCc1ccc(Cl)cc1
    16%, 4
> CC(C)OC(=O)c1c(NC(=O)C2c3ccccc3Oc3ccccc32)sc2c1CCCC2
    28%, -8
> Cc1cccn2c(=O)c(/C=C(\C#N)c3nc4ccccc4s3)c(Oc3ccc(F)cc3)nc12
    19%, -21
> COc1ccc(CC(=O)NCc2nc3cccnc3n2Cc2ccccc2)cc1
    1%, ?
> O=C(Nc1ccc(S(=O)(=O)Nc2ncccn2)cc1)c1cccc(Cl)c1
    4%, 14
> CCc1cccc(N2C(=O)CS(=O)(=O)C23C(=O)N(Cc2ccc(F)cc2)c2ccc(C)cc23)c1 (stereo not given)
    20%, -10
> CS(=O)(=O)N(Cc1ccccc1)c1ccc(C(=O)Nc2cccc(Cl)c2)cc1
    3%, -12
> CCOc1ccccc1NC(=O)C(C)Sc1cc(-c2ccccc2)nc(C)n1 (stereo not given)
    19%, 16
> CCOc1cc(C(=O)Nc2ccc(-c3nc4cc(C)ccc4o3)cc2)cc(OCC)c1OCC
    -3%, 12
> Cc1ccc(CN2CCC(CNC(=O)c3cc4ccc5cccnc5c4[nH]3)CC2)cc1
    13%, -106*
> Cc1cc(C)c(NC(=O)CCS(=O)(=O)c2cc3c(cc2Cl)NC(=O)CO3)c(C)c1
    22%, 9
> CCCCN(CC)Cc1ccc(CNS(=O)(=O)c2cc3c(cc2Cl)NC(=O)CO3)o1
    -9%, 0
> CCc1ccc(NC(=O)Cn2c(=O)n(-c3cc(OC)c(OC)c(OC)c3)c(=O)c3ccccc32)cc1
    13%, -21
> CSc1ccc(CNC(=O)c2ccccc2NC(=O)c2nsc3ccccc23)cc1
    21%, 19
> Cc1cc2c(cc1NC(=O)c1ccccc1Cl)n(C)c(=O)c(=O)n2C
    14%, 12
> Cc1ccc(-c2onc(C)c2C)cc1S(=O)(=O)NC1CCCCC1
    3%, 85
> Cc1ccccc1C(=O)NCC(c1cccnc1)N1CCc2ccccc21 (stereo not given)
    5%, -16
> COc1ccc(-n2c(SCC(=O)Nc3ccc4c(c3)OCO4)nc3c([nH]c4ccccc43)c2=O)cc1
    -5%, 9
> Cc1ccccc1NC(=O)CSC1=Nc2ccccc2C2=NC(Cc3ccccc3)C(=O)N12 (stereo not given)
    12%, 11
> O=C(c1cccc(Cl)c1)N1CCN(CCc2ccccn2)CC1
    1%, -11
> Cc1ccc(C)c(CN2C(=O)c3ccccc3S(=O)c3ccc(C(=O)NCc4ccccc4)cc32)c1 (stereo not given)
    20%, ?

7 records drawn at random from those above, as already listed:
Results follow in this order: AmpC detergent, HCMV antiviral
> CCOc1ccccc1NC(=O)C(C)Sc1cc(-c2ccccc2)nc(C)n1 (stereo not given)
    19%, 16
> Cc1cc(C)c(NC(=O)CCS(=O)(=O)c2cc3c(cc2Cl)NC(=O)CO3)c(C)c1
    22%, 9
> CCCCN(CC)Cc1ccc(CNS(=O)(=O)c2cc3c(cc2Cl)NC(=O)CO3)o1
    -9%, 0
> COc1ccc(-n2c(SCC(=O)Nc3ccc4c(c3)OCO4)nc3c([nH]c4ccccc43)c2=O)cc1
    -5%, 9
> Cc1ccc(C)c(CN2C(=O)c3ccccc3S(=O)c3ccc(C(=O)NCc4ccccc4)cc32)c1 (stereo not given)
    20%, ?
> CCc1ccc(NC(=O)Cn2c(=O)n(-c3cc(OC)c(OC)c(OC)c3)c(=O)c3ccccc32)cc1
    13%, -21
> O=C(c1cccc(Cl)c1)N1CCN(CCc2ccccn2)CC1
    1%, -11

Additional entries follow.
Results follow in this order: AmpC detergent, HCMV antiviral
> Cc1ccc(-c2nnc(Nc3ccc(F)cc3)c3ccccc23)cc1S(=O)(=O)N1CCN(C)CC1
    6%, -102*
> CCn1c(=N)c(C(=O)NCC2CCCO2)cc2c(=O)n3cc(C)ccc3nc21 (stereo not given)
    10%, -12
> Cc1nn(CCC(=O)Nc2cc(F)ccc2F)c(=O)c2nn(-c3ccccc3)c(C)c12
    23%, -36
> CC1=C(C(=O)OC2CCCC2)C(c2ccccc2C(F)(F)F)CC(=O)N1 (stereo not given)
    9%, ?
> Cc1cc(C)cc(NC(=O)Cn2c(=O)n(Cc3ccc4c(c3)OCO4)c(=O)c3oc4ccccc4c32)c1
    -6%, 57
> Cc1ccc2c(=O)c(C(=O)c3ccc(F)cc3)cn(CC(=O)NC3CCCCC3)c2n1
    22%, 7
> COc1cccc(-c2ccc3c(N)c(C(=O)Nc4ccc(Cl)cc4F)sc3n2)c1
    -6%, -30
> N#Cc1cccc(NC(=O)C2CCN(c3cnccn3)CC2)c1
    -3%, -23
> Cc1ccc(NS(=O)(=O)c2ccc3c(c2)CCCN3C(=O)C2CCC2)c(C)c1
    -2%, 4
> COc1ccc(OC)c(NC(=O)CSc2nccn2-c2cc(C)cc(C)c2)c1
    6%, -6
> Cc1ccc(C)c(N2CCN(c3ccc(NC(=O)c4cccs4)cc3C(=O)O)CC2)c1
    11%, -3
> Cc1cc(O)c(C(c2ccccc2Cl)N2CCCCC2)c(=O)n1Cc1ccco1 (stereo not given)
    2%, 4
> Cn1nccc1C(=O)NCc1ccc2c(c1)CCN2C(=O)c1ccccc1
    0%, -2
> Cc1ccc(C(=O)CSc2nc(-c3ccccc3)nc3c2CCCC3)cc1
    -3%, 8
> O=C(Cn1c(=O)n(Cc2ccc(C(=O)NCc3ccc4c(c3)OCO4)cc2)c(=O)c2ccccc21)Nc1ccccc1F
    24%, -6
> COc1ccc(CNC(=O)C2CCN(S(=O)(=O)c3cccc4nonc34)CC2)cc1OC
    7%, -3
> O=C(CSc1nnc(-c2ccncc2)n1-c1ccccc1)Nc1ccc(Br)cc1
    -5%, 12
> CC(=O)N1CCC(N(Cc2ccc(C)o2)C(=O)Nc2cccc(C(F)(F)F)c2)CC1
    15%, -9
> CCC(C)NC(=O)c1ccc2c(c1)nc1n2CCCCC1 (stereo not given)
    -1%, 27
> CSc1ccc(NC(=O)Cn2nnnc2-c2ccccc2F)cc1
    0%, 13
> CC(C)COc1ccc(C(=O)Nc2cc(-c3ccccc3)no2)cc1
    12%, 42
> CCOc1ccc(-c2cc(C)n3nc(C(=O)Nc4cc(Cl)ccc4O)cc3n2)cc1
    ?, 3
> CCOC(=O)CSc1nc2c([nH]c3ccccc32)c(=O)n1-c1ccc(OCC)cc1
    1%, 17
> CC1CCN(S(=O)(=O)c2ccc(C(=O)Nc3sc4c(c3C(N)=O)CC(C)(C)NC4(C)C)cc2)CC1
    5%, -9
> Cn1c(=NC(=O)c2ccc(S(=O)(=O)N3CCCC3)cc2)sc2cc(F)ccc21
    11%, 22
> CC(C)NC(=O)Cn1nc(N2CCN(c3ccccc3)CC2)ccc1=O
    1%, -1
> CC(=O)N1CCc2c(sc(NC(=O)CSc3ccc(C)cc3)c2-c2nc3ccccc3s2)C1
    4%, 0
> Cc1ccc(CNC(=O)C(C)n2nc(C)n3c(cc4sccc43)c2=O)cc1 (stereo not given)
    17%, 7
> Cc1cc2oc(C(=O)Nc3ccc(S(=O)(=O)N4CCC(C)CC4)cc3)cc(=O)c2cc1C
    4%, 16
> CCNC(=O)c1cnc2c(-c3ccccc3)c(C)nn2c1C
    16%, 18
> CC(=O)c1cccc(NC(=O)C2CCN(c3ncnc4c3nc3n4CCCCC3)CC2)c1
    1%, ?
> O=c1c2ccccc2nc(/C=C/c2ccccc2O)n1-c1ccc(Br)cc1
    -4%, -63*
> CNC(=O)C1CCC(Cn2c(=O)c3sccc3n(CC(=O)Nc3cc(F)ccc3F)c2=O)CC1 (stereo not given)
    7%, 9
> CCCOc1ccc(Cn2c(=O)sc3ccccc32)cc1
    24%, 3
> CCCSCCCNC(=O)C1CCCN(C(=O)c2cnn(-c3ccccc3)c2-n2cccc2)C1 (stereo not given)
    15%, 22
> CN(C(=O)CSc1nc2ccccc2[nH]1)c1ccc(F)cc1
    15%, 10
> Cc1ccc(C(=O)Nc2cccc(C(=O)OCc3cc(=O)n4c5c(sc4n3)CCCC5)c2)cc1
    13%, -88*
> CCOc1ccc(S(=O)(=O)NCc2nc3cccnc3n2Cc2ccccc2OC)cc1
    3%, -26
> Cn1c(=O)n(CCCc2ccccc2)c(=O)c2c1nc1n2CCN1c1ccccc1
    8%, 2
> Cc1ccc(C)c(N2CCN(C(=O)C(C)n3c(C)c4cnn(-c5ccccc5)c(=O)c4c3C)CC2)c1 (stereo not given)
    15%, -11
> Cc1ccc(N2C(=O)N(Cc3cc(=O)n4ccccc4n3)c3ccccc3S2(=O)=O)cc1Cl
    10%, -24
> Cc1cccc(NC(=O)CSc2nc(C)cc(C)c2C(=O)Nc2ccc(Cl)cc2)c1
    12%, -6
> Cc1cc(C)cc(N(C)S(=O)(=O)c2nnc(NC(=O)COc3ccc(Cl)cc3)s2)c1
    21%, 55
> CCc1nn(CC(=O)NCc2ccc(OC)cc2OC)c(=O)c2cc3c(OC)cccc3n12
    18%, -2
> Cc1ccc(N2C(=O)C(CC(=O)Nc3ccc(F)cc3)N(Cc3ccc4c(c3)OCO4)C2=O)cc1 (stereo not given)
    8%, 17
> CC(C)NC(=O)CCSc1nc(-c2ccc3c(c2)OCO3)cc(C(F)(F)F)n1
    20%, -24
> Cc1ccc(NC(=O)CCn2nc(C)c3c(C)n(-c4ccccc4)nc3c2=O)cc1Cl
    18%, 13
> CN(C(=O)c1nc(-c2cccc(F)c2)n2c1CCCCC2)c1ccccc1F
    19%, -62*
> Cc1ccc(Nc2ncc(C(=O)Nc3ccc(F)cc3F)c3ccccc23)cc1Cl
    5%, 8
> CCc1ccc(NC(=O)C(Cc2ccccc2)NS(=O)(=O)c2ccc3c(c2)CCN3C(C)=O)cc1 (stereo not given)
    -1%, -8
> COc1cc(C2C(=O)N(C3CCCCC3)CC(=O)N2Cc2ccc(C)cc2)ccc1OC(C)C (stereo not given)
    0%, -3
> CCOc1ccc(NC(=O)CSc2nc(-c3ccccc3)c3cc(OCC)ccc3n2)cc1
    22%, -27
> COC(=O)c1ccc(CNC(=O)c2nc(Cn3nc(C)c(Br)c3C)no2)cc1
    2%, 9
> O=S(=O)(c1ccc(Cl)cc1)c1nnn2c1nc(NC1CCCC1)c1sccc12
    -11%, 21
> COc1cc(OC)c(NC(=O)c2c3c(nn2C)-c2ccccc2SC3)cc1Cl
    -11%, ?
> COc1cccc(CNC(=O)Cn2nc(-c3ccc(C)cc3)ccc2=O)c1
    8%, -35
> Cc1cccc(Cn2c(=O)n(CCC(=O)NCCc3ccc(Cl)cc3)c(=O)c3sccc32)c1
    -1%, -10
> CCc1ccccc1Nc1nn2c(=O)c3ccc(C(=O)Nc4cc(C)cc(C)c4)cc3nc2s1
    23%, -17
> COc1ccc(NC(=O)CCc2nnc3n(CC(C)C)c(=O)c4ccccc4n23)cc1OC
    3%, -16
> COc1ccc(N(C)C(=O)c2cc(S(=O)(=O)N3CCc4ccccc43)cn2C)c(OC)c1
    3%, -4

Remaining list, next part
Results follow in this order: AmpC detergent, HCMV antiviral
> COc1ccc(OC)c(CNC(=O)c2ccc3c(c2)c(C)c(C)n3Cc2ccc(Cl)cc2)c1
    -1%, 0
> CC(=O)Nc1ccc(S(=O)(=O)NCCc2csc3nc(-c4ccc(Cl)cc4)nn23)cc1
    1%, 6
> O=c1oc2ccc3ccccc3c2cc1-c1nnc(Nc2ccc(Cl)cc2Cl)s1
    -7%, -24
> COc1ccc(CN2CCN(c3ncnc4sc5c(c34)CCCC5)CC2)cc1F
    12%, -70*
> COc1ccc(C(=O)NCc2ccc3c(c2)CCN3C(C)=O)cc1OC
    -4%, 46
> O=C(c1ccc2c(=O)n(CCc3ccccc3)c(=O)[nH]c2c1)N1CCN(c2ccc(Cl)cc2)CC1
    14%, -30
> COc1ccccc1Cn1c(CNS(=O)(=O)c2c(C)cc(C)cc2C)nc2cccnc21
    0%, ?
> COc1ccc2c(c1)CC(C(=O)Nc1c(C)cc(C)cc1C)CO2 (stereo not given)
    7%, -7
> Cc1ccc2nc(N3CCN(c4cccc(Cl)c4)CC3)c(-n3nc(C)cc3C)nc2c1
    20%, 3
> COc1cccc(NC(=O)Cn2c(=O)n(CC(=O)NCCc3ccccc3)c(=O)c3sccc32)c1
    19%, ?
> COc1cc(NC(=O)CCc2nc3cccnc3n2Cc2cccs2)cc(OC)c1OC
    -7%, 50
> COc1ccc(NC(=O)N(C(C)C)C2CCN(C(C)=O)CC2)c(OC)c1
    7%, ?
> COc1cc(OC)cc(-c2nc3nc(C)c(CCC(=O)Nc4cc(C)cc(C)c4)c(C)n3n2)c1
    ?, 13

This is a subset, so the mix of outcomes need not match the whole.
